PfG6PD inh = PfG6PD (Plasmodium falciparum) enzyme inhibition | PfGluPho enzyme, NADPH resazurin-diaphorase fluorescence | inhibition, % at 20 µM | 350,000 compounds, 0.78% hits | AID 504690;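 active means inhibition reaching at least a set limit at 20 µM in the primary screen, cut at about 59% in these data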;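 further: 0% = DMSO wells with substrate and 100% = DMSO wells lacking glucose-6-phosphate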
APOBEC3A inh = blocks human APOBEC3A ssDNA deamination. 330,000 compounds, 0.41% hits. inhibition, % at 20 µM. recombinant A3A, FAM/TAMRA ssDNA deamination fluorescence. P31941;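 active means at least 40% inhibition at 20 µM here, with at most 30% in a related deaminase screen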;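 further: plate controls were A3A with DMSO for no effect and wells lacking A3A enzyme for full effect; some results filed as inactive read as strong as hits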
Target sequence (P31941 whole entry, looked up): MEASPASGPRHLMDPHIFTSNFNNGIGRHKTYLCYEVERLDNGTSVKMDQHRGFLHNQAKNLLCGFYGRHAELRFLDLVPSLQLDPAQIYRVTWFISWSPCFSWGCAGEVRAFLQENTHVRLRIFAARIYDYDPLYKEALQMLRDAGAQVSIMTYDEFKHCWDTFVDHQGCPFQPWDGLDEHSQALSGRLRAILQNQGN
hIAP block = human IAP inhibition; P09923; purified IAP, CDP-Star luminescence, 30 min; inhibition, % at 10 µM; 330,000 compounds, 0.12% hits; AID 2544;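 active means inhibition reaching a set limit with compound at 10 µM in the primary screen, cut at about 35% in these data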;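 further: plate controls were DMSO wells with enzyme for no effect and no-enzyme buffer wells for full effect; values of inactives mirror those of a sister screen read the other way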
hIAP activ = human IAP activation; 330,000 compounds, 0.16% hits; purified human IAP, CDP-Star luminescence, 30 min; active compounds read high; 1 = vehicle-only enzyme, 0 = enzyme-free background; P09923; activation factor at 10 µM;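 active means activation factor of the enzyme at least 2-fold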; further: the source names both 10 and 20 µM as test concentration; values of inactives mirror those of a sister screen read the other way
mIAP activ = mouse IAP activation | muIAP, CDP-Star luminescence, 30 min; active compounds read high; 1 = vehicle-only enzyme signal, 0 = enzyme-free wells | activation factor at 10 µM | 330,000 compounds, 0.24% hits;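 active means activation factor of at least 2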; further: the source names both 10 and 20 µM as test concentration; values of inactives mirror those of a sister screen read the other way
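System: mouse IAP enzyme. Reagent: CDP-Star chemiluminescent phosphatase substrate. Benchmarks: DMSO wells, no-enzyme wells. Times: 30 min enzyme-substrate-compound incubation at room temperature. Detection: luminescence from enzymatic CDP-Star hydrolysis. Doses: test compounds delivered from DMSO solution.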
mIAP inh = mouse IAP inhibition. purified mouse IAP, CDP-Star luminescence, 30 min. inhibition, % at 10 µM. 330,000 compounds, 0.2% hits;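 active means inhibition of at least 40% at 10 µM in the primary screen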;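 further: plate controls were DMSO with enzyme for no effect and no enzyme wells for full effect; values of inactives mirror those of a sister screen read the other way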
ATG4B inhibitor = blocks human ATG4B protease cleavage of LC3 substrate; Q9Y4P1; ATG4B cleavage of LC3-PLA2, NBD-HPC fluorescence, 1 h; inhibition, % at 8.33 µM; 340,000 compounds, 0.51% hits; in the data active means inhibition above about 40%
Target sequence (Q9Y4P1 whole entry, looked up): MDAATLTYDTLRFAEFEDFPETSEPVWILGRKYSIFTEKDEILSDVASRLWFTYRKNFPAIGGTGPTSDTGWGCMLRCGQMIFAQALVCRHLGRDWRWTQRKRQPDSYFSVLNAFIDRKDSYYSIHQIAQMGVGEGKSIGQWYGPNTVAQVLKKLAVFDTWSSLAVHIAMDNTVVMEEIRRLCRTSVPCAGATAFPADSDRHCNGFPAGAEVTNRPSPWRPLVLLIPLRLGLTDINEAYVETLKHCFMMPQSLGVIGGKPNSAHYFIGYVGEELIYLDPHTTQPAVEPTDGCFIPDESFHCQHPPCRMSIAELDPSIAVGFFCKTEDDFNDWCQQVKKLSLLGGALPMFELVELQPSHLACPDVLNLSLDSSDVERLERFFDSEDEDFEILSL
HKDC1 inhibitor = HKDC1 (human) hexokinase inhibition; Q2TB90; recombinant HKDC1, G6PDH/diaphorase resazurin coupled fluorescence; inhibition, % at 20 µM; 340,000 compounds, 0.16% hits;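 active means inhibition above about 35% when tested at 20 µM, limit read from the data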;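 further: plate controls were DMSO wells with enzyme for no effect and DMSO wells lacking enzyme for full effect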
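Material: recombinant HKDC1 hexokinase; Amount: HKDC1 at 5 µg/mL; Medium: Tris pH 8.0 buffer with MgCl2, Tween-20, BSA, BME; Schedule: 90 min reaction incubation at room temperature, dark; Technique: coupled resazurin fluorescence, excitation 525 nm, emission 613 nm.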
The depositor's hits bear a star; . = no result given.

Start of the data: the first 6 records, to show the layout:
SMILES	PfG6PD inh	APOBEC3A inh	hIAP block	hIAP activ	mIAP activ	mIAP inh	ATG4B inhibitor	HKDC1 inhibitor
CC(=O)Nc1ccc(NC(=O)c2ccccc2S(=O)(=O)c2ccccc2[N+](=O)[O-])cc1	-5.4	1.2	11.3	0.887	1	-0.5	-2.7	-7.3
CCc1n[nH]c(=S)n1/N=C/c1ccc(N(C)c2ccccc2)cc1	26.0	-5.2	-37.8	1.38	1.17	-16.5	4.8	-0.1
COc1cc(NC(=O)CC(C)C)ccc1NC(=O)c1ccco1	9.2	-0.6	12.3	0.877	1.02	-1.8	0.2	-4.4
COc1ccc2ccccc2c1C1CC(=O)N2CN(Cc3ccco3)CSC2=C1C#N (configuration not stated)	68.3*	-2.1	5.8	0.942	0.847	15.3	-12.2	13.2
CC1CCN(CC(=O)N2CCc3ccccc32)CC1	8.0	-7.0	18.3	0.817	0.956	4.4	-1.9	-1.2
COc1cc(/C=C/CN2CCN(CCC(C)C)C(CCO)C2)ccc1O (configuration not stated)	-5.9	2.3	-3.7	1.04	0.96	4.0	-4.2	5.4

Results, from the first entry:
SMILES	PfG6PD inh	APOBEC3A inh	hIAP block	hIAP activ	mIAP activ	mIAP inh	ATG4B inhibitor	HKDC1 inhibitor
CC(=O)Nc1ccc(NC(=O)c2ccccc2S(=O)(=O)c2ccccc2[N+](=O)[O-])cc1	-5.4	1.2	11.3	0.887	1	-0.5	-2.7	-7.3
CCc1n[nH]c(=S)n1/N=C/c1ccc(N(C)c2ccccc2)cc1	26.0	-5.2	-37.8	1.38	1.17	-16.5	4.8	-0.1
COc1cc(NC(=O)CC(C)C)ccc1NC(=O)c1ccco1	9.2	-0.6	12.3	0.877	1.02	-1.8	0.2	-4.4
COc1ccc2ccccc2c1C1CC(=O)N2CN(Cc3ccco3)CSC2=C1C#N (configuration not stated)	68.3*	-2.1	5.8	0.942	0.847	15.3	-12.2	13.2
CC1CCN(CC(=O)N2CCc3ccccc32)CC1	8.0	-7.0	18.3	0.817	0.956	4.4	-1.9	-1.2
COc1cc(/C=C/CN2CCN(CCC(C)C)C(CCO)C2)ccc1O (configuration not stated)	-5.9	2.3	-3.7	1.04	0.96	4.0	-4.2	5.4
O=C1c2ccccc2-c2c1cccc2C(=O)N(CCO)CCO	8.9	-4.9	0.9	0.991	1.02	-2.0	-6.8	-6.4
O=C(Nc1nccs1)c1ccc(COc2ccc(Cl)cc2)o1	-3.7	7.8	13.8	0.862	0.989	1.1	-3.1	-2.7
CCOc1ccc(N(CC(=O)NC2CCCC2)C(=O)CCCC(=O)Nc2ccccn2)cc1	-1.9	7.1	10.3	0.897	1.03	-2.7	-0.1	0.6
Cc1ccc(-c2n[nH]c(=O)c3ccccc23)cc1N	-3.0	-4.6	0.3	0.997	1.14	-14.3	-10.0	-11.7
O=C(NCCCN1CCOCC1)c1cc(-c2cccc(Br)c2)nc2ccccc12	18.0	-1.9	-31.1	1.31	0.981	1.9	-6.2	-5.1
CCc1ccc(C(=O)Nc2cc(C)ccc2F)s1	16.1	-3.2	-3.2	1.03	1.03	-3.3	-1.8	-1.0
O=C(N/N=C/c1ccc(F)cc1)c1cc[n+]([O-])cc1	-9.4	-1.2	-0.1	1	0.993	0.7	-3.3	-4.6
CCC/C(=N\NC(=O)c1cccc(C)c1)c1ccccc1	9.4	3.6	-17.1	1.17	1.02	-2.5	5.5	-9.6
Nc1nc(Nc2ccccc2)nc(NC2CCCCC2)c1[N+](=O)[O-]	19.6	-0.9	11.1	0.889	0.958	4.2	-4.2	7.6
CCOc1cc(C(=S)N2CCOCC2)ccc1OC(=O)/C=C/c1ccc(OC)c(OC)c1	-5.8	1.8	-3.7	1.04	0.871	12.9	-6.3	-4.1
Cc1nn(-c2ccccc2)c(C)c1NC(=O)COC(=O)CC(C)c1ccccc1 (configuration not stated)	-7.5	10.0	-7.3	1.07	1.06	-5.7	-2.2	-3.7
COc1ccc(/C=C/C(=O)NC(=S)N2CCSCC2)cc1	10.4	-5.7	17.1	0.829	0.959	4.1	-9.9	-5.5
Cc1cccc(C)c1NC(=O)CN(c1ccccn1)S(=O)(=O)c1ccccc1	-16.2	2.8	-3.6	1.04	1.12	-11.9	-5.9	-10.2
Cc1ccc(C)c(CSc2nnc(-c3cccnc3)o2)c1	2.2	3.3	0.9	0.991	0.977	2.3	6.9	-6.7
CC(C)n1c(-c2ccccc2)nc(=S)c2c1CCCC2	.	-2.1	-6.3	1.06	1.05	-4.8	.	.
COCC(=O)Nc1sc2c(c1C(=O)OC)CCCC2	4.2	1.3	8.3	0.917	0.93	7.0	2.3	5.5
CC(C)c1ccc(C2C3=C(COC3=O)Nc3cc4c(cc32)OCO4)cc1 (configuration not stated)	2.5	3.0	1.3	0.987	0.929	7.1	-5.5	-4.0
Cc1ccc(Cn2nc(C)c(NC(=O)CCCn3nc(C)c([N+](=O)[O-])c3C)c2C)cc1	-18.8	-1.9	8.5	0.915	1.06	-5.8	7.3	-3.1
CCN1CCN(c2nc3c(C)cccn3c(=O)c2/C=C(\C#N)C(=O)NCCOC)CC1	2.8	-1.8	-9.4	1.09	1.1	-10.0	-9.7	-1.5
CC(=O)C12CCCCC1CC1C3CC(C)C4(O)CC(=O)CCC4(C)C3CCC12C (configuration not stated)	8.2	0.3	-9.4	1.09	1.02	-2.0	-8.3	-7.8
c1ccc(C2CCC3(CC2)Oc2ccccc2C2CC(c4cccnc4)=NN23)cc1 (configuration not stated)	.	-3.6	8.5	0.915	0.791	20.9	.	.
O=S(=O)(CCNCc1cccs1)c1ccc(Cl)cc1	8.0	-5.3	10.1	0.899	0.947	5.3	3.2	2.8
Cc1ccc(/C=C2\SC(N3CCN(C(c4ccccc4)c4ccccc4)CC3)=NC2=O)o1	57.1	1.2	1.0	0.99	0.897	10.3	12.0	0.8
CCN(CCn1cccn1)C(=O)CC1C(=O)NCCN1Cc1ccc(F)cc1 (configuration not stated)	2.4	-3.1	-16.5	1.17	0.968	3.2	-0.8	-7.3
Cc1c(C(=O)OC(C)C)sc(NC(=O)C2CCCO2)c1C(=O)OC(C)C (configuration not stated)	21.5	1.3	-18.4	1.18	1.06	-5.6	-19.1	9.9
Cc1nn(C2CCS(=O)(=O)C2)c(C)c1C=O (configuration not stated)	1.1	-4.7	-7.7	1.08	1.11	-11.0	-2.0	-4.4
Cc1ccc(NC(=O)CSc2nc3ncc(Br)cc3[nH]2)cc1C	-4.6	-1.6	-89.0	1.89	0.978	2.2	3.3	-2.1
O=C(COc1ccccc1)Nc1ccc(Cl)cc1Cl	.	-0.8	-1.6	1.02	1.01	-1.2	.	.
COc1ccc(NC(=O)CC2C(=O)N(c3ccccc3)C(=O)N2Cc2ccco2)cc1 (configuration not stated)	-13.5	-1.0	5.5	0.945	1.07	-7.4	-0.3	-1.0
CCN(C(=O)CSc1nnc(COc2cccc(C)c2)o1)c1nc(C)cs1	-3.1	-2.8	-2.2	1.02	0.905	9.5	-3.3	-4.6
COC(=O)c1c(SCC(=O)Nc2ccc(C)c(C)c2)nc(=O)[nH]c1C	-45.2	5.8	-5.1	1.05	1.05	-4.6	1.4	-3.1
c1ccc(CN2CCN(c3nc(-c4ccccc4)nc(-n4ccnc4)n3)CC2)cc1	15.1	1.6	-6.0	1.06	0.948	5.2	-6.1	3.1
Fc1cccc(Cn2cc(C(=S)N3CCOCC3)c3ccccc32)c1	8.1	0.9	4.3	0.957	0.982	1.8	-0.1	-0.4
CCOc1cccc(C(=O)NC(=S)NCc2cccnc2)c1	-2.2	-2.3	-9.6	1.1	0.891	10.9	3.5	-13.2
CCOc1cccc(OCCOCCN(C)Cc2ccccc2)c1	-17.4	-2.3	0.8	0.992	1.07	-7.3	-2.7	-2.0
Cc1csc(=Nc2c(C)n(C)n(-c3ccccc3)c2=O)n1-c1ccccc1	5.9	-5.3	6.6	0.934	0.975	2.5	-1.3	-15.6
COC(=O)C1=Cc2cc(OC)cc([N+](=O)[O-])c2OC1N1CCOCC1 (configuration not stated)	17.8	-4.0	-33.5	1.33	0.734	26.6	0.1	3.1
Cc1c(NCc2cc(Cl)cc(Cl)c2O)c(=O)n(-c2ccccc2)n1C	8.0	-4.3	-27.2	1.27	0.952	4.8	-1.4	-2.0
CC(=O)c1c(C)[nH]c(C(=O)NCc2ccc(F)cc2)c1C	-11.5	-0.6	-1.0	1.01	0.949	5.1	-1.1	-3.1
O=S(=O)(Nc1nc2ccccc2nc1N1CCN(c2ccccc2F)CC1)c1ccc(Cl)cc1	-41.8	-0.9	5.5	0.945	0.81	19.0	70.7*	2.6
COc1ccc(/C=C2\SC(=S)N(CCCC(=O)N3CCN(C)CC3)C2=O)cc1	17.5	-0.9	9.4	0.906	0.832	16.8	-6.1	-1.0
CCOC(=O)C(=Cc1ccc(-n2cncn2)cc1)C(=O)OCC	6.4	-2.9	-16.2	1.16	0.938	6.2	2.3	-5.9
CC(C)Cc1nn2c(=O)cc(COc3ccc(NC(=O)c4ccco4)cc3)nc2s1	-7.8	1.7	-15.7	1.16	1.02	-1.7	-3.9	-0.5
O=S(=O)(/N=C/N1CCOCC1)c1ccc(Cl)cc1	-10.1	-1.1	-12.0	1.12	0.984	1.6	-11.1	-1.1
(listing goes on)
SMILES	PfG6PD inh	APOBEC3A inh	hIAP block	hIAP activ	mIAP activ	mIAP inh	ATG4B inhibitor	HKDC1 inhibitor
CCCCSc1nc2ccc(Nc3nc(N4CCOCC4)nc(N4CCOCC4)n3)cc2s1	5.2	-4.4	19.0	0.81	0.965	3.5	-1.2	3.1
Cc1sc(NC(=O)c2ccccc2F)c(CN2CCCCC2)c1C	-8.8	-0.3	-10.0	1.1	0.954	4.6	28.8	5.2
COc1c(OC2OC(C(=O)O)C(O)C(O)C2O)cc(O)c2c(=O)cc(-c3ccccc3)oc12 (configuration not stated)	-12.4	2.6	2.5	0.975	0.999	0.1	0.7	-0.3
O=C(Cc1ccccc1F)Nc1ccccc1N1CCCC1	-3.9	3.1	14.6	0.854	0.923	7.7	-4.7	2.1
CCOC(=O)CNC(=O)CSc1nnc(Cn2cnc3ccccc32)n1C	4.6	2.5	-6.1	1.06	0.945	5.5	-13.5	0.7
Cc1nc(C)c(Cc2ccccc2Cl)c(=O)[nH]1	11.5	-3.2	23.9	0.761	1.07	-7.1	-1.2	-9.7
CC(=O)Nc1ccc(NC(=O)c2ccc(S(=O)(=O)N(C)c3ccccc3)cc2)cc1	9.6	0.8	19.4	0.806	0.882	11.8	-3.2	-0.6
COC(=O)C1=C(C)N=c2s/c(=C/c3ccoc3)c(=O)n2C1c1ccccc1 (configuration not stated)	-5.4	-1.1	14.4	0.856	0.624	37.6	1.1	13.0
COc1ccc(NC(=O)CCC(=O)OCc2ccc(Br)cc2)cc1	-0.7	4.8	-0.1	1	1.05	-4.6	-4.6	7.9
CCN1CCCC1CNc1ccc(S(C)(=O)=O)cc1[N+](=O)[O-] (configuration not stated)	0.3	-2.7	18.3	0.817	0.968	3.2	-5.7	-2.3
COc1ccc(/C=C/C(=O)C2CC2)cc1COc1cccc(C)c1C	26.6	1.9	18.4	0.816	0.903	9.7	-9.7	5.0
Cc1cc(C)cc(NC(=S)/N=C(\N)Nc2nc(C)c3ccccc3n2)c1	1.3	-0.2	-14.9	1.15	0.976	2.4	3.5	7.3
Cc1ccccc1-n1c(=S)[nH]c2nc3c(cc2c1=O)COC(C)(C)C3	-3.7	-3.4	4.7	0.953	0.96	4.0	-3.8	-6.2
COc1ccc(-c2csc(NC(=O)CCn3cnc4ccccc4c3=O)n2)cc1OC	-2.6	-1.8	19.5	0.805	1.03	-3.5	-37.3	-5.2
